MEKK3 PB1 HTS: modulators (inhibitors or enhancers) of MEK5 binding to human MEKK3 PB1 domain; Q99759; bead-based flow cytometry, Alexa488-MEK5 binding to MEKK3; actives lie on both sides; 0 = blocked by unlabeled MEK5, 100 = vehicle; binding response (% of control), % at 10 µM; 1.4% of 290,000 active; AID 1529;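 active means binding response more than 3 SD above or below the average of its plate-row segment, actives on both sides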;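 further: Alexa488 bead fluorescence after subtracting the streptavidin-only scavenger bead signal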
Target sequence (Q99759 whole entry, looked up, the tested form may be a part): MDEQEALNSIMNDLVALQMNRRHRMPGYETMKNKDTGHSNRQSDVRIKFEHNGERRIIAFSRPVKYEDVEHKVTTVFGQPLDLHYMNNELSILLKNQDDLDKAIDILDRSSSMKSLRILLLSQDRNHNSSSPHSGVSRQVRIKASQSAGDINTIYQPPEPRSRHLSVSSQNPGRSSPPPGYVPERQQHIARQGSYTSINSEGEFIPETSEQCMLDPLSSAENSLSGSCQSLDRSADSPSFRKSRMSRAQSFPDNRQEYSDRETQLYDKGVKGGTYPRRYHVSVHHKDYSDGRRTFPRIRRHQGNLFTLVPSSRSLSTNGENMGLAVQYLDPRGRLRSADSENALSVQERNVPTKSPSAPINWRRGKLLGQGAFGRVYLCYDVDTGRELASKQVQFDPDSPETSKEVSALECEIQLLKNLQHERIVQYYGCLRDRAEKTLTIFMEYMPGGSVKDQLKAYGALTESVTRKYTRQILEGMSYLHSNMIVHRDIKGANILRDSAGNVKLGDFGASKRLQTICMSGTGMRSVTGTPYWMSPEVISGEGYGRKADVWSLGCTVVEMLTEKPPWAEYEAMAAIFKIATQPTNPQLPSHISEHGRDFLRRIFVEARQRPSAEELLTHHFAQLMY
NALP1 yeast inh: NALP1 inhibition; 0.61% of 280,000 active; inhibition, % at 10 µM; S. cerevisiae NALP1/ASC/caspase-1 growth, X-gal OD620, 72 h; AID 2071; in the data active means inhibition mostly above about 24%, no sharp cut-off; inactive means mostly below about 32%; further: some compounds called inactive have numbers as strong as hits
IDE act: boosts human insulin-degrading enzyme activity in HEK cells; FAbeta-B cleavage, fluorescence polarization; 0% vehicle, 100% cell-free pure enzyme wells; activation, % at 5.96 µM; 0.073% of 340,000 active;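 active means activation above the mean of all tested compounds plus 3 SD, set per screening campaign, cut at about 17% in these data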
MEKK2 WT-MEK5: raises or lowers MEK5 binding to wildtype human MEKK2 PB1 domain | Q9Y2U5 | bead flow cytometry, Alexa488-MEK5 binding to MEKK2 WT; actives lie on both sides | binding response (% of control), % at 10 µM | 1.1% of 290,000 active | AID 1531; in the data active means binding response below about 67% or above about 130%
MEKK2mut PB1 HTS: signal of MEK5 binding to mutant human MEKK2 PB1 domain; percent response, % at 10 µM; AID 1530; bead flow cytometry, Alexa488-MEK5 binding to MEKK2 mutant; 0.35% of 290,000 active; in the data active means percent response above about 24%, passing the limit was not always enough; further: inactives centre near 1; some results filed as inactive read as strong as hits; reference of the scale not given here
SUMO HTRF inh: SUMOylation inhibition; P63279; HTRF SUMOylation assay, SAE1/SAE2 + UBC9, in vitro; inhibition, % at 35 µM; 0.36% of 290,000 active; in the data active means inhibition above about 50%, passing the limit was not always enough; further: strong numbers were not always called active
Target sequence (P63279 whole entry, looked up): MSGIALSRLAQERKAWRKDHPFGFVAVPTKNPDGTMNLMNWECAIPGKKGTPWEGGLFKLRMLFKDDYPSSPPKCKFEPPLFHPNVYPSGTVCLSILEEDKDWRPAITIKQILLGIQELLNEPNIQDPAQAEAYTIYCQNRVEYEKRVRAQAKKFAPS
M18AAP inhibitor: PfM18AAP enzyme inhibition; recombinant PfM18AAP, H-Glu-NHMec fluorogenic cleavage; inhibition, % at 7.35 µM; 1.2% of 290,000 active; AID 1822;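 active means inhibition above the campaign mean inhibition over all tested compounds plus 3 SD, cut at about 28% in these data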;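 further: 0% = plate median of test compound wells and 100% = 2 mM ZnCl2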
IDE cell inh: inhibits human insulin-degrading enzyme in HEK cells; FAbetaB cleavage, fluorescence polarization; inhibition, % at 5.59 µM; 0.41% of 320,000 active; AID 434962;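 active means percent inhibition above the average of all tested compounds plus 3 SD, set per screening campaign, cut at about 16% in these data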;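 further: IDE supplied by intact live HEK cells; FP after avidin binding of uncleaved biotin substrate so inhibition keeps polarization high; 0% = DMSO wells and 100% = 60 µM reference IDE inhibitor Ii1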
p-CIP stab down: p/CIP protein destabilization. F442A p/CIP-EGFP cells, EGFP fluorescence, 16 h. 0.01% of 290,000 active. decrease of EGFP signal, % at 10 µM. AID 1984;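 active means EGFP signal decrease of at least 30% at 10 µM or well 3 SD below plate mean, unless failing retest; inactive means the rest, including hits failing retest or dose response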; further: some compounds called inactive have numbers as strong as hits; many of its hits are not listed in these tables
* hit, by the source's call; . = no result given.

SMILES	MEKK3 PB1 HTS	NALP1 yeast inh	IDE act	MEKK2 WT-MEK5	MEKK2mut PB1 HTS	SUMO HTRF inh	M18AAP inhibitor	IDE cell inh	p-CIP stab down
O=C(Nc1ccccc1)Nc1ccccc1-n1ccnc1	96	12	-3	99	0	7	3	-2	5
Nc1nc2c(Cl)ccc(Cl)c2s1	105	-4	-7	105	3	8	3	4	-1
CN(CCCNC(=O)Cn1cccc1C(=O)c1ccccc1)C1CCCCC1	104	5	-1	115	10	4	3	-2	-6
CC(C)(C)c1csc(NC(=O)c2ccc3nccnc3c2)n1	100	26	6	100	5	33	4	-2	-10
Cc1c(NC(=O)c2cccs2)cccc1C(=O)O	104	5	2	107	4	8	-2	0	-5
CC(C)NC(=O)NC(=O)COC(=O)c1ccc(F)cc1F	98	32	3	107	10	-5	1	-3	1
Nc1c(C(=O)OCC(=O)NCc2ccccc2)[nH]c(=O)[nH]c1=O	99	21	4	92	-5	11	5	3	1
CCCCOC(=O)c1nc[nH]c1C(=O)OCCCC	106	6	-1	97	0	2	-1	-2	-9
CCCCOc1ccc(S(=O)(=O)NCc2csc(C)n2)cc1	100	-6	-4	100	-1	-4	-4	-2	-8
COc1cccc(C(=O)OCCN2CCOCC2)c1	96	-12	-3	82	-7	2	12	0	-14
COc1ccc(Cl)cc1N(CC(=O)Nc1ccc2c(c1)OCO2)S(C)(=O)=O	101	-9	8	105	0	-28	2	-1	-2
COc1ccc2nc(NC(=O)CSc3nc(SC)ns3)sc2c1	101	24	-1	98	3	-10	1	2	5
Cc1nc2ccccc2nc1OCc1ccc([N+](=O)[O-])cc1	101	20	2	98	0	16	5	1	3
CN(CC1CCOCC1)C(=O)CC1C(=O)NCCN1CC1CCCCC1 (stereo not drawn)	97	-2	0	100	-3	4	1	0	4
Cc1ccc(Cn2ccc(NC(=O)c3cc(C4CC4)on3)n2)cc1	102	.	5	105	-1	2	-5	0	-1
CCOC(=O)C1=C(C)N(c2ccccc2)C(=O)NC1c1cccc([N+](=O)[O-])c1 (stereo not drawn)	111	12	-3	108	2	-6	-4	4	2
CCOC(=O)CC(=O)CSc1nc2ccc(OC)cc2cc1C	99	-6	8	100	-1	6	1	2	-1
COc1cc(S(=O)(=O)NCC2CCCO2)ccc1Br (stereo not drawn)	103	10	4	104	4	-11	1	-6	-2
Cc1cccc2cc(CN(CC3CCCO3)C(=O)NC3CCCCC3)c(=O)[nH]c12 (stereo not drawn)	93	10	5	93	-5	24	4	0	-19
COc1ccc(CN(Cc2nc3ccccc3c(=O)[nH]2)C(=O)c2ccco2)cc1	102	-1	-2	100	0	7	4	6	6
Cc1c(C)n(C(=O)CSc2nncn2C)c2ccccc12	105	3	1	105	3	11	1	4	-5
COc1ccc(C(=O)Nc2ccccc2C(=O)Nc2cc(C)ccn2)cc1	103	26	-1	101	3	15	-10	-1	-1
FC(F)(F)c1cc(-c2ccccc2)nc(-n2cncn2)n1	103	35	3	108	11	-3	0	-3	6
COc1cccc(/C=C2\SC(=S)N(CCCC(=O)N3CCCCC3)C2=O)c1	104	0	3	104	5	4	1	7	-10
Nc1nc2n(n1)C(c1cccc(Br)c1)CC(c1ccccc1)N2 (stereo not drawn)	109	17	1	105	6	9	1	6	-9
Cc1nc(NCc2ccc(S(N)(=O)=O)cc2)c2c(C)c(C)sc2n1	101	5	2	105	6	15	2	8	-24
Cc1c(NS(=O)(=O)c2cccc([N+](=O)[O-])c2)c(=O)n(-c2ccccc2)n1C	105	6	4	108	9	18	-4	-6	-10
O=C(NC1CC1)c1ccc(CSCc2cccc(F)c2)o1	95	12	-4	101	-12	-1	-10	6	3
O=C(NCC(=O)N(c1ccccc1)C(C(=O)NC1CCCC1)c1cccnc1)c1ccco1 (stereo not drawn)	107	-10	5	105	3	12	-2	-2	25
CNC(=S)NNC(=O)c1sccc1C	87	1	1	93	5	-6	35*	-4	5
CC1CCC/C(=C\Nc2ccc(C(=O)O)c(O)c2)C1=O (stereo not drawn)	101	7	5	102	3	8	26	0	2
CCOC(=O)c1cnc(-n2cc(C)cn2)nc1Nc1ccccc1OC	102	-8	8	96	-1	17	2	3	9
C=CCNC(=O)CCCOc1cccc(C)c1	101	16	-2	100	2	12	-1	6	-3
Cc1cc(C)c(S(=O)(=O)N2CCOC2CNC(=O)C(=O)NCc2ccccn2)c(C)c1 (stereo not drawn)	102	1	3	101	4	1	0	2	7
COc1ccc(NC(=O)c2cccc(OC(=S)N3CCOCC3)c2)cc1	97	.	2	99	-1	20	-5	6	-16
COC(=O)N/N=C/c1ccc(OC(=O)c2ccco2)c(OC)c1	103	59	.	99	-1	18	-2	1	-3
Cc1ccc(F)cc1NC(=O)C1CCCN(c2ncccn2)C1 (stereo not drawn)	97	36	-2	102	3	13	-1	-1	-11
NC(N)=NS(=O)(=O)c1ccc(NC(=S)NC(=O)c2ccccc2)cc1	118	.	2	99	20	-2	-5	1	-6
Cc1ccc(C2=Nc3ccccc3NC(C)(c3ccc(C)o3)C2)o1 (stereo not drawn)	95	15	-2	93	-7	20	-1	3	-5
Cc1ccc2[nH]c(=O)c(CN(C(=O)c3cccc([N+](=O)[O-])c3)C(C)C)cc2c1	100	9	7	102	3	16	3	-4	-5
CCCCNC(=O)CCNC(=O)c1ccc(C(C)(C)C)cc1	105	-19	4	105	5	9	-4	-3	-10
O=C(O)c1cc([N+](=O)[O-])c(Sc2nc3ccccc3[nH]2)c([N+](=O)[O-])c1	106	-2	1	108	8	-1	-109	0	1
COc1ccccc1-c1c(NC(=O)C(C)C)n(C)c2ccccc2c1=O	101	4	3	102	-3	19	2	-2	-10
O=C(NCc1ccco1)c1ccc(N2CCOCC2)c([N+](=O)[O-])c1	102	4	-4	99	5	12	-5	-3	3
Cn1cc(C(=O)N2CCc3ccccc3C2)c(=O)c2cc(S(=O)(=O)N3CCOCC3)ccc21	116	2	-3	106	0	19	2	-4	8
CCCCC(c1nnnn1CCOC)N1CCN(C)CC1 (stereo not drawn)	108	4	4	99	0	9	-5	5	-4
CCOc1ccc(N(C(=O)CNC(=O)c2ccco2)C(C(=O)NC2CCCC2)c2ccco2)cc1 (stereo not drawn)	97	18	7	95	-3	10	-9	-6	-8
c1ccc2c(c1)Cn1nnnc1-2	.	21	12	.	.	5	-6	-2	-12
CC(C)c1ccc(Nc2nnns2)cc1	96	.	9	96	-4	-5	6	2	-5
Cc1ccc(OCC(=O)NCCNC(=O)c2ccc(C)nc2)cc1	99	26	5	96	-8	1	-3	2	-10
O=c1cc(-c2ccccc2)nc(SCc2ccc(Cl)cc2)[nH]1	93	20	0	94	-6	22	-1	0	-13
Cn1cc(C(=O)N/N=C/c2ccc(Br)c([N+](=O)[O-])c2)c2ccccc21	94	.	.	97	-18	4	-2	5	-2
O=C(NC1CCN(C(=O)Nc2cccc(Cl)c2)CC1)C1CCCCC1	100	-26	5	99	-5	-9	1	2	9
CC(C)Cc1nnc(NC(=O)CCC(=O)N2CCN(c3ccccc3)CC2)s1	103	2	-1	105	4	4	1	-1	3
Cc1cc(C)c(S(=O)(=O)NCCc2cc3ccc(C)c(C)c3[nH]c2=O)c(C)c1	103	18	2	103	1	10	-5	-1	-11
O=C1C(NS(=O)(=O)c2cccs2)=C(N2CCN(Cc3ccccc3)CC2)C(=O)c2ccccc21	108	.	-4	108	8	19	11	4	-2
CCc1nc(C)c(C#N)c2cc(OC)c(OC)cc12	96	12	-3	99	-1	-9	11	5	-8
O=C(O)c1sccc1S(=O)(=O)c1ccccc1	105	2	0	102	2	-4	-11	0	-28
CCN1CCN(CCNC(=O)c2ccc(CS(=O)(=O)c3c(Cl)cccc3Cl)o2)CC1	101	1	2	107	2	2	-5	-2	-12
Cc1cccc(NC(=O)CN(C)S(=O)(=O)c2ccc(-c3ccc(=O)[nH]n3)s2)c1C	98	-8	1	97	0	33	-4	9	2

(further entries)
SMILES	MEKK3 PB1 HTS	NALP1 yeast inh	IDE act	MEKK2 WT-MEK5	MEKK2mut PB1 HTS	SUMO HTRF inh	M18AAP inhibitor	IDE cell inh	p-CIP stab down
O=C(Cn1c(-c2cncs2)nc2ccccc21)NCc1ccccc1	95	-15	4	94	-3	8	-3	2	2
COc1cc(C(=O)Nc2cc(C)ccn2)ccc1OCC(=O)N1CCOCC1	100	4	-4	101	3	-2	-1	-2	-11
C=C(C)CSc1ncc(-c2cccc(C(F)(F)F)c2)cn1	103	-13	-7	110	5	-27	4	2	10
COCc1cc(C)nc(OCC(=O)N/N=C/c2ccccc2O)c1C#N	92	-5	4	85	188*	23	-5	1	17
CCOC(=O)CN(c1cccc(C(C)=O)c1)S(C)(=O)=O	101	12	10	100	0	10	-10	0	-28
O=C(O)c1cc(S(=O)(=O)N2CCCCC2)ccc1Cl	105	11	10	106	22	18	-9	-3	-15
COc1ccc(NC(=O)C(=O)NCCN2CCN(C(=O)c3ccc(C)cc3)CC2)cc1	97	8	-1	97	-2	5	-7	7	2
COc1ncccc1-c1nnn(-c2ccccc2)n1	87	-7	0	103	3	5	2	1	-11
O=C1CSC(c2cn(-c3ccccc3)nc2-c2cc3ccccc3oc2=O)N1Cc1ccco1 (stereo not drawn)	.	12	1	.	.	24	8	0	-17
CC(=O)N1CCN(CC(=O)Nc2cc(F)ccc2C)CC1	102	29	3	104	-2	11	-12	-4	2
Cc1nc(-c2ccc(S(=O)(=O)Nc3ccc(Br)cc3F)cc2)co1	97	18	-3	101	-4	-2	1	-6	-3
CCCCc1c(O)nc(SCC(=O)c2ccccc2)n(-c2ccccc2OC)c1=O	108	-8	4	105	3	6	-2	3	-12

Part of the list above in order of SMILES length, lowest first.
SMILES	MEKK3 PB1 HTS	NALP1 yeast inh	IDE act	MEKK2 WT-MEK5	MEKK2mut PB1 HTS	SUMO HTRF inh	M18AAP inhibitor	IDE cell inh	p-CIP stab down
COc1ncccc1-c1nnn(-c2ccccc2)n1	87	-7	0	103	3	5	2	1	-11
O=C(O)c1cc(S(=O)(=O)N2CCCCC2)ccc1Cl	105	11	10	106	22	18	-9	-3	-15
C=C(C)CSc1ncc(-c2cccc(C(F)(F)F)c2)cn1	103	-13	-7	110	5	-27	4	2	10
Cc1nc(-c2ccc(S(=O)(=O)Nc3ccc(Br)cc3F)cc2)co1	97	18	-3	101	-4	-2	1	-6	-3
CCCCc1c(O)nc(SCC(=O)c2ccccc2)n(-c2ccccc2OC)c1=O	108	-8	4	105	3	6	-2	3	-12

(continued)
SMILES	MEKK3 PB1 HTS	NALP1 yeast inh	IDE act	MEKK2 WT-MEK5	MEKK2mut PB1 HTS	SUMO HTRF inh	M18AAP inhibitor	IDE cell inh	p-CIP stab down
COc1cc(S(=O)(=O)NCCN2CCOCC2)ccc1-n1cnnn1	.	-24	11	.	.	0	-3	2	-9
Cc1ccc2nc(Cl)c3cc(C(=O)NCCCN4CCCC4)sc3c2c1	109	10	3	162*	3	5	-1	-3	-1
O=C(NCc1ccccn1)c1nc(Cn2ccc([N+](=O)[O-])n2)no1	102	-6	3	100	2	-4	11	2	-10
Cc1cc(C)nc(NC(=O)c2ccc(Br)s2)n1	103	6	8	100	5	9	-1	3	-9
OCCN1CCN(Cc2cc(Br)cc(Br)c2O)CC1	98	13	-1	101	6	13	-6	-5	-6
Cc1ccccc1Nc1scc(-c2ccc(Cl)cc2)[n+]1-c1ccccc1C	99	-9	1	90	-10	7	-4	.	6
CCOC1(c2ccccc2)OC(=O)c2ccccc21 (stereo not drawn)	99	13	3	100	-1	6	-2	-2	-9
C=C(C)COc1ccc2c(C)c(CC(=O)N3C[C@H]4C[C@@H](C3)c3cccc(=O)n3C4)c(=O)oc2c1C	101	11	-2	105	1	12	0	5	-9
O=S(=O)(c1cc(Cl)cc(Cl)c1O)N1CCC2(CC1)OCCO2	103	6	3	104	9	5	3	4	-29

Only part of the results is shown (hit frequency here may not be typical).
